Screening results from PubChem.
thrombin 1536: inhibitors of human thrombin | P00734 | inhibition, % at 5 µM | AID 1046 | 220,000 tested, 0.26% active | alpha-thrombin, Boc-VPR-AMC fluorogenic substrate cleavage;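 active = inhibition at or above 40%; inactive = inhibition below 40%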;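 note: 0% = enzyme with no compound and 100% = wells without enzyme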
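System: Human alpha-thrombin protein | Medium: pH 7.5 Tris (50 mM) with NaCl 150 mM, Tween 20 0.05% | Times: Enzyme reaction carried out at room temperature | Detection: AMC fluorescence, 355/460 nm | Evaluation: Percent inhibition scaled between no-compound controls and no-enzyme blanks | Benchmarks: Enzyme without compound as high, wells lacking enzyme as low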
FXIa inh: blocks human coagulation factor XIa protease activity | P03951 | purified FXIa, Boc-Glu-Ala-Arg-AMC fluorogenic substrate | inhibition, % at 5 µM | 220,000 tested, 0.14% active;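 active = inhibition of at least 40%; inactive = inhibition below 40%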;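 note: fluorescence of freed AMC excited at 355 nm; 0% = enzyme without compound and 100% = no enzyme blank; many of its hits are not listed in these tables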
Wee1 stabilizer: inhibitors of human Wee1 degradation. HeLa Luc-Wee1K328M stability, luciferase luminescence; 100% = proteasome inhibitor MG132 effect. 220,000 tested, 1.2% active. reporter increase, % at 5 µM. P30291;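 active = activation above the mean of all tested compounds plus 3 SD, set per screening run, cut at about 8.8% in these data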;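 note: cells exposed to compound for 20 h before luminescence read; 0% = DMSO alone and 100% = MG132 at 30 µM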
14-3-3 Bad PPI: disrupts binding of bovine 14-3-3 zeta to phospho-Bad peptide; 220,000 tested, 0.71% active; AID 781; TR-FRET 14-3-3zeta/Dy647-pBad peptide displacement, 1 h; inhibition, % at 21.7 µM;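 active = inhibition above about 70%, limit read from the data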;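 note: 0% = full 14-3-3 plus peptide FRET controls and 100% = background without 14-3-3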
Runt-CBFb FRET: Runt domain-CBFb interaction inhibition; Cerulean-Runt/Venus-CBFb FRET ratio 530/480, 1 h; inhibition, % at 20 µM; 220,000 tested, 0.46% active;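 active = inhibition over about 50% at 20 µM in the single-dose screen, limit read from the data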;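 note: 0% = DMSO wells and 100% = excess unlabeled CBFb competitor control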
Target sequence (Q01196 whole entry, looked up, the tested form may be a part): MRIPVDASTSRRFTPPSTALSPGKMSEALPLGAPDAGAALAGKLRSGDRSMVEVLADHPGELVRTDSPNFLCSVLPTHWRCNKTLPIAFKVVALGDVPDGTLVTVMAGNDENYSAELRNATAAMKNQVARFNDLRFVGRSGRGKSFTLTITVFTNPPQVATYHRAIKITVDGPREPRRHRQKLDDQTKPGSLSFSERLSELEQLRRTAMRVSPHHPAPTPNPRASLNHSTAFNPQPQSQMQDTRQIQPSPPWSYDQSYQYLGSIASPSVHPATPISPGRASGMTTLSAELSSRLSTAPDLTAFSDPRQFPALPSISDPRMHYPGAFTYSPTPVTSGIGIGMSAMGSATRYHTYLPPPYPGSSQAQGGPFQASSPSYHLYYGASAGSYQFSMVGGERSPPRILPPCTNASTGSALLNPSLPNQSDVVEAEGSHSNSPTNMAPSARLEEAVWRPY
Target sequence (Q13951 whole entry, looked up, the tested form may be a part): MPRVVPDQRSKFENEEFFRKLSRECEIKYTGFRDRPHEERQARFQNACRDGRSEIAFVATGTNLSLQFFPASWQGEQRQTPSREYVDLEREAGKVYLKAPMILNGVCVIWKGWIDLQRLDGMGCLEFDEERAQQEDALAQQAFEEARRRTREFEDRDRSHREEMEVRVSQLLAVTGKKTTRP
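test system = Cerulean-Runt domain fusion protein, energy donor | probe or stimulus = Venus-CBFb binding partner, 100 nM | incubation = two 1 h room-temperature incubations shielded from light | detection = fluorescence energy transfer, 422 nm excitation, 530/480 nm emission | measure = loss of energy transfer signal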
FXIIa inh 1536: factor XIIa (human) inhibition. purified FXIIa, Boc-QGR-AMC fluorogenic substrate, 2 h. P00748. inhibition, % at 5 µM. 220,000 tested, 0.3% active; in the data active = inhibition above about 40%;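 note: 0% = enzyme with no compound and 100% = blank without enzyme; many of its hits are not listed in these tables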
Runt-SMMHC FRET: Runt domain-CBFb-SMMHC interaction inhibition; 220,000 tested, 0.74% active; inhibition, % at 20 µM; Q01196+Q13951; Cerulean-Runt/Venus-CBFb-SMMHC FRET ratio 530/480, 1 h;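 active = mean inhibition across duplicate retests at 20 µM reaching about 50%, limit read from the data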;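 note: 0% = DMSO wells and 100% = wells with excess untagged CBFb-SMMHC; inhibitors lower the FRET ratio by blocking Runt binding to CBFb-SMMHC; some results filed as inactive read as strong as hits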
Hck-Nef inh: blocks Nef-activated human Hck kinase; Recombinant Hck-YEEI plus Nef, Z-Lyte FRET kinase assay; P08631; inhibition, % at 20 µM; 220,000 tested, 0.68% active;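 active = Hck-Nef kinase inhibition above about 50%, limit read from the data; inactive = inhibition below that limit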;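 note: 0% = DMSO with Hck plus Nef and 100% = Hck alone without Nef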
hK5 inh: inhibitors of human kallikrein 5. Q9Y337. recombinant hK5, fluorogenic AMC substrate cleavage. inhibition, % at 5 µM. 210,000 tested, 0.59% active. AID 873;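 active = inhibition of 40% or more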;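 note: 0% = enzyme controls without compound and 100% = no-enzyme blanks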
Target sequence (Q9Y337 67-293 limits assumed): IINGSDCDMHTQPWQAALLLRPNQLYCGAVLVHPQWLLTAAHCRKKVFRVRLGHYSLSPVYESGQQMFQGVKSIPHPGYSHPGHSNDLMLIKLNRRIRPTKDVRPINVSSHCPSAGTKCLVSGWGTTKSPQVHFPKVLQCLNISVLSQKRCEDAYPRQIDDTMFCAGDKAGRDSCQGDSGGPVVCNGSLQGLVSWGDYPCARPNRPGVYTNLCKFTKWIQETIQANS
Starred values were filed as active, the others as inactive; . = no result given; & = joins results of further samples; [ ] = another dose, or the depositor's remark.

Every second line gives: thrombin 1536, FXIa inh, Wee1 stabilizer, 14-3-3 Bad PPI, Runt-CBFb FRET, FXIIa inh 1536, Runt-SMMHC FRET, Hck-Nef inh, hK5 inh
1: O=C(CN1CCCc2ccccc21)N1CCc2ccccc21
    1, 5, 0, -5, 2, 9, 4, 3, -10
2: CCOC(=O)Cc1cnc(NC(=O)CSc2nc(C)cc(C)n2)s1
    -4, -3, -2, -11, 1, 8, 0, 21, -6
3: Cc1nc(CCNC(=O)CC2C(=O)NCCN2Cc2ccccc2F)sc1C (stereo not drawn)
    -1, 4, 0, -3, -1, 10, 1, -6, 5
4: Cc1cc(NC(=O)CC#N)n(-c2ccccc2)n1
    -3, -5, 0, -2, 0, 5, 2, 6, -9
5: CC(Oc1ccccc1Cl)C(=O)/C=C/N(C)C (stereo not drawn)
    -12, -7, -2, 6, 1, -14, 2, 1, -2
6: CCCCNC(=O)c1nc2ncc(Br)cn2n1
    3, 7, 1, 4[fluorescence artefact?], 1, 15, 2, 0, -10
7: Cc1cn(CCC(=O)Nc2ccccc2N2CCOCC2)c2ccccc12
    -6, -5, 0, -9, -3, 3, 2, 4, -4
8: Cc1ccc(NC(=O)C(=O)NCc2ccc(/C=C(/C#N)C(=O)NCc3cccnc3)o2)cc1
    10, 2, 0, -2, -4, 8, -3, 0, -8
9: O=C(/C=C/c1ccc(Cl)cc1Cl)c1nc2ccccc2[nH]1
    -2, -6, -3, 37[fluorescence artefact?], -3, 12, -13, 10, 0
10: Cc1ccc(S(=O)(=O)N2CCCOC2CNC(=O)C(=O)NCCc2c[nH]c3ccccc23)cc1 (stereo not drawn)
    -15, -5, 2, -8[fluorescence artefact?], 0, 3, 6, 1, -9
11: CC(C)c1ccc(/C=C/C(=O)NCCCc2ccccc2)cc1
    -6, 0, -1, -5, -6, -2, -4, 0, -7
12: Cc1ccc2c(O)c(C)c(=O)[nH]c2n1
    -11, -3, -3, -5, -1, 5, -6, 16, 0
13: CC(C)c1ccc(N(CC(=O)O)S(=O)(=O)c2cccnc2)cc1
    -7, -7, 2, -8, 2, 8, 0, 17, -6
14: CC(=O)Nc1ccc(C(=O)OCc2ccccc2Br)cc1
    -6, -7, 1, -5, -5, 3, 0, 22, -6
15: O=C1CC(Cc2ccc(Cl)cc2)C(=O)N1c1cc(Cl)ccn1 (stereo not drawn)
    -4, 0, 2, -9, 0, 7, 2, 19, 0

Copied from the list.
#11 | 14-3-3 Bad PPI: -5
#13 | hK5 inh: -6

7 entries out of the list, sorted by SMILES length, ascending.
Every second line gives: thrombin 1536, FXIa inh, Wee1 stabilizer, 14-3-3 Bad PPI, Runt-CBFb FRET, FXIIa inh 1536, Runt-SMMHC FRET, Hck-Nef inh, hK5 inh
6: CCCCNC(=O)c1nc2ncc(Br)cn2n1
    3, 7, 1, 4[fluorescence artefact?], 1, 15, 2, 0, -10
12: Cc1ccc2c(O)c(C)c(=O)[nH]c2n1
    -11, -3, -3, -5, -1, 5, -6, 16, 0
4: Cc1cc(NC(=O)CC#N)n(-c2ccccc2)n1
    -3, -5, 0, -2, 0, 5, 2, 6, -9
11: CC(C)c1ccc(/C=C/C(=O)NCCCc2ccccc2)cc1
    -6, 0, -1, -5, -6, -2, -4, 0, -7
15: O=C1CC(Cc2ccc(Cl)cc2)C(=O)N1c1cc(Cl)ccn1 (stereo not drawn)
    -4, 0, 2, -9, 0, 7, 2, 19, 0
13: CC(C)c1ccc(N(CC(=O)O)S(=O)(=O)c2cccnc2)cc1
    -7, -7, 2, -8, 2, 8, 0, 17, -6
8: Cc1ccc(NC(=O)C(=O)NCc2ccc(/C=C(/C#N)C(=O)NCc3cccnc3)o2)cc1
    10, 2, 0, -2, -4, 8, -3, 0, -8

(cont.)
Every second line gives: thrombin 1536, FXIa inh, Wee1 stabilizer, 14-3-3 Bad PPI, Runt-CBFb FRET, FXIIa inh 1536, Runt-SMMHC FRET, Hck-Nef inh, hK5 inh
16: O=C1CCC(=O)N1CCc1c[nH]c2ccccc12
    -5, -7, -2, -16, 0, 1, -3, 2, -6
17: Fc1ccc(-c2nc3c(-c4ccc(Cl)cc4)cnn3cc2CCN2CCOCC2)cc1
    0, 0, 2, -5, -9, 15, -22, 16, .
18: COc1cccc(NC(=O)C(OC(=O)c2ccccc2NS(=O)(=O)c2cccs2)c2ccccc2)c1 (stereo not drawn)
    -13, 4, -1, 6, 0, 12, -3, 1, 12
19: CC1CN(c2ccc(NC(=S)Nc3ccc(N4CC(C)OC(C)C4)cc3)cc2)CC(C)O1 (stereo not drawn)
    2, 4, -3, 2, 6, 12, 0, 10, 4
20: CSc1ccc(C2C(C#N)=C(N)Oc3cc4c(cc32)OCO4)cc1 (stereo not drawn)
    -1, -3, -2, -6, 1, 11, -2, 0, 9
21: Cc1ccc(-n2nnc3ccccc3c2=O)cc1C
    -2, 1, -3, -8[fluorescence artefact?], 3, 9, 2, -3, 3
22: COC(=O)c1ccc(NC(=O)CN(c2ccc(C)cc2)S(=O)(=O)c2c(C)nn(C)c2C)cc1
    -15, -5, 2, 9, -1, 10, 0, 2, -22
23: Nc1ccc2nc3c(=O)[nH]c(=S)[nH]c3nc2c1
    16, 33, 0, 83*, -425, 32, -198, 16, 21
24: O=C(CN1C(=O)/C(=C\C=C\c2ccccc2)SC1=S)Nc1ccc(F)cc1
    -4, -2, 8, 6, 0, 9, -7, 4, 18
25: Cc1ccccc1C(=O)NNC(=O)CCC(=O)Nc1cccc(Cl)c1C
    -7, -3, 0, 0[fluorescence artefact?], 2, -7, 2, 2, -6
26: O=C(Nc1ccccc1)Nc1ccccn1
    -6, -2&1, 1&2, 7&-4, 1&0, 9&2, -1&1, 10&19, -10&11
27: COCCN(C(=O)CNC(=O)c1cccs1)C(C(=O)NC(C)(C)C)c1ccccc1 (stereo not drawn)
    -6, -4, 3, -7, -1, 8, 1, 23, 5
28: COc1ccc2cc(S(=O)(=O)n3cnc(C)c3)ccc2c1
    1, -3, -1, -1, 1, 6, -5, 20, 3
29: CN(C)c1ccc(-c2noc(C3CCN(C(=O)Nc4ccc(Cl)cc4)CC3)n2)cc1
    -1, 0, 2, -5, 1, 6, -17, 16, -3
30: O=C(c1ccc(COc2ccccc2Br)o1)N1N=C(C(F)F)CC1(O)C(F)F (stereo not drawn)
    -7, 5, -1, 5, -2, 8, -5, -1, -14

Copied from the listing, 2 compounds:
Every second line gives: thrombin 1536, FXIa inh, Wee1 stabilizer, 14-3-3 Bad PPI, Runt-CBFb FRET, FXIIa inh 1536, Runt-SMMHC FRET, Hck-Nef inh, hK5 inh
1: O=C(CN1CCCc2ccccc21)N1CCc2ccccc21
    1, 5, 0, -5, 2, 9, 4, 3, -10
2: CCOC(=O)Cc1cnc(NC(=O)CSc2nc(C)cc(C)n2)s1
    -4, -3, -2, -11, 1, 8, 0, 21, -6

More compounds.
Every second line gives: thrombin 1536, FXIa inh, Wee1 stabilizer, 14-3-3 Bad PPI, Runt-CBFb FRET, FXIIa inh 1536, Runt-SMMHC FRET, Hck-Nef inh, hK5 inh
31: CCOC(=O)N1CCN(C(=O)CSc2nc(C)nc3c2c(=O)n(C)c(=O)n3C)CC1
    -12, -3, -2, -12, 0, 1, 2, 18, -2
32: CCN(CC)C(=O)c1cc2cc([N+](=O)[O-])ccc2s1
    -5, -2, -2, 6, -3, 9, -2, 1, 2
33: CCN(C#N)c1nc(NC(C)C)nc(NC(C)C)n1
    18, 3, 2, -2[fluorescence artefact?], -1, 12, 2, 0, 33
34: COc1ccccc1N1CCN(CCC(=O)Nc2ccc3c(c2)OCO3)CC1
    0, -2, 8, -12[fluorescence artefact?], 3, 2, -1, 8, -6
35: Cn1c(SCc2ccccc2)nnc1-c1cccs1
    -8, -6, 1, -2, -2, 0, -2, 5, -8
36: CN1CCOCCOCCOCCN(C)C1=S
    -2, -2, -4, -7, 0, 11, 2, 20, 4
37: O=C(NC1CCCCC1)C(c1cccs1)N(CCCN1CCOCC1)C(=O)c1ccc(-c2ccccc2)[nH]1 (stereo not drawn)
    -7, 0, -3, -9, -2, 8, -6, 16, 1
38: CCOC1(OCC)N=C(N)C2(C#N)C(c3cccc(C)c3)C12C#N (stereo not drawn)
    -4, -4, -2, -1, -3, 11, -1, 0, 20
39: COc1ccc(CCN=C(C)C2=C(O)C(c3ccccc3)OC2=O)cc1OC (stereo not drawn)
    -13, -4, -3, -1, -1, -8, -2, 25, -8
40: Cc1ccc(Cn2c(SCC(=O)N3CC(=O)Nc4ccccc43)nc3ccccc3c2=O)cc1
    -6, -3, -1, -2[fluorescence artefact?], -1, 5, -5, -1, -3
41: COC(=O)NC(NC(=S)Nc1ccccc1OC)C(Cl)(Cl)Cl (stereo not drawn)
    -11, 7, -2, -7, 5, 11, 1, 3, -4
42: O=C(CN1CCCCCCC1)NC(=O)NC1CCCCC1
    6, -2, 2, -15, 2, 4, -2, 25, -1
43: Cc1cccc(N2CC(C(=O)O)CC2=O)c1 (stereo not drawn)
    -1, -6, 0, 8, 0, -9, 0, 0, 2
44: CC(c1ccccc1)C1C(C#N)=C(N)SC(N)=C1C#N (stereo not drawn)
    -2, -4, 0, -17, 2, -2, -3, 0, -19
45: COc1cc(/C=N/NC(=O)c2cc(-c3cccs3)nc3ccccc23)ccc1O
    5, 7, 12*, -10, 4, 16, 0, 9, 8

(listing goes on)
Every second line gives: thrombin 1536, FXIa inh, Wee1 stabilizer, 14-3-3 Bad PPI, Runt-CBFb FRET, FXIIa inh 1536, Runt-SMMHC FRET, Hck-Nef inh, hK5 inh
46: Cc1ccc2nc(-c3ccc(NC(=O)CSCC(=O)O)cc3)sc2c1
    -1, 3, 0, 9, -5, 3, -14, 9, 0
47: COc1ccc(S(=O)(=O)N2CCC(O)(c3ccc(Cl)cc3)CC2)cc1OC
    3, 3, 0, 2, -2, 14, 0, -5, 0
48: CN(C)S(=O)(=O)c1cccc(-c2nnc(SCCNCCO)n2-c2ccc(F)cc2)c1
    -5, 3, -1, 6, 0, 6, -5, -13, -1
49: CC(C)(C)Nc1cccccc1=O
    -6, -1, -1, 0, 10, -3, 4, 1, 7
50: Cc1nn(C)c(Cl)c1C(=O)NCC(=O)NCc1ccccc1
    -8, -1, -1, -8, 2, 9, 3, 22, 4
51: O=C(N/N=C\c1cc([N+](=O)[O-])ccc1N1CCCC1)c1ccccn1
    9, 3, 1, -8, -2, 11, -7, -3, 4
52: CCC(Sc1nc(=O)cc(N)n1CCc1ccccc1)C(=O)Nc1ccccc1C#N (stereo not drawn)
    0, -12, 0, 10, -1, 5, -1, 2, -4
53: COC(=O)c1cc(O)cc(OC)c1C(=O)c1c(O)cc(C)cc1O
    7, 5, ., 12, 2, 14, 0, 35, 2
54: O=S(=O)(NCc1cccnc1)c1cccc2nsnc12
    -3, 3, 1, 0, 0, 8, -1, 2, 5
55: COc1ccc(OC)c(S(=O)(=O)Nc2ccc(O)c3ccccc23)c1
    2, 9, -3, 6, 9, 18, 7, 5, -3
56: O=C(CSc1nc2ccccc2o1)Nc1ccccc1
    -1, 6, -2, 3, -2, 9, 7, 1, -11
57: CC1C(=O)O[C@@H]2C[C@@H](C)[C@@H]3CCC(=O)[C@@]3(C)[C@@H](O)[C@H]12 (stereo partly drawn)
    2, -1, ., -1, 1, 6, -2, 29, -3
